# CF NFkB inh: inhibitors of PAF-induced NF-kB signaling, primary screen, cell-based, GFP fluorescence, uHTS | KKLEB NF-kB-GFP reporter, GFP fluorescence overnight | inhibition, % at 5 µM | hit rate 0.86% among 360,000 | AID 588850, 2011;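 active means at least 50% inhibition at 5 µM, scaled per plate between neutral and stimulator controls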;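 further: PAF is a Pseudomonas aeruginosa culture filtrate used as stimulus; plate controls were PAF-stimulated DMSO wells for no effect and unstimulated DMSO wells for full effect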
# NR2E3 ag-1: NR2E3 agonists in two-hybrid cells, primary screen, cell-based, luminescence, CHO-S, Gal4-NCOR/VP16-NR2E3; AID 602229, 2012; inhibition of corepressor binding, % at 3.98 µM; hit rate 0.35% among 360,000; luciferase; Photoreceptor-specific nuclear receptor (Homo sapiens), Q9Y5X4;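 active means inhibition above the mean of all tested compounds plus 3 SD, cut at about 70% in these data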;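 further: 0% = DMSO with NR2E3 transfected cells and 100% = cells lacking NR2E3 construct; higher means lower luciferase signal from less NR2E3 corepressor binding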
# Target sequence (Q9Y5X4 whole entry, looked up, the tested form may be a part): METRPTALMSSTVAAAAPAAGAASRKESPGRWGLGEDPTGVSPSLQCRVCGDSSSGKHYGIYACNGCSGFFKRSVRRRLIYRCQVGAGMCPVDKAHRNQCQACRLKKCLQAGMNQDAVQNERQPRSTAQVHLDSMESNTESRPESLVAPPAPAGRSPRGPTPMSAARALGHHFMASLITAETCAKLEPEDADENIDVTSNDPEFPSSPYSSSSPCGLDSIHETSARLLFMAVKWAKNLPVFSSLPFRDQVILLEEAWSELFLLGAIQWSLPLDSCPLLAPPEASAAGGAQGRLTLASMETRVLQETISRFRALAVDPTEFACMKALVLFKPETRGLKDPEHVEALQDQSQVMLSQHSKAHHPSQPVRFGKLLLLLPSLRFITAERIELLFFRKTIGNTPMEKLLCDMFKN
# NR2E3 ag-2: inhibitors of NR2E3-RetCOR corepressor binding, primary screen, NR2E3 agonist project, biochemical, TR-FRET, GST-NR2E3, biotin-RetCOR | Photoreceptor-specific nuclear receptor (Homo sapiens), Q9Y5X4 | 1536-well | inhibition of corepressor binding, % at 4.78 µM | hit rate 0.12% among 320,000 | AID 2300, 2010;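 active means percent inhibition above the cutoff of mean plus 3 SD of all tested compounds, set per screening campaign, cut at about 20% in these data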;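 further: 0% = DMSO wells and 100% = biotin wells as full block of FRET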
#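 System: GST-NR2E3 and biotin-RetCOR proteins; probe or stimulus: 7 nM biotin-RetCOR; doses: compound at 4.8 µM, single dose; schedule: Compound–protein incubation for 5 h at 4 °C; detection: time-resolved FRET; read-out: percent inhibition; controls: biotin wells as high control, 0.6% DMSO wells as low control; format: 1536-well plates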
# TRAIL sens C8: viability loss with TRAIL in NB7+C8 cells, primary screen, TRAIL sensitizer project, cell-based, ATPlite luminescence | AID 624354, 2012 | hit rate 1% among 360,000 | inhibition (viability loss, TRAIL sensitization), % at 10 µM;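 active means compounds causing at least 50% loss of cell viability in the single-dose screen, relative to plate controls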
# Shn3 inh set2: reduction of Shn3 3'UTR firefly luciferase signal, primary screen, Schnurri-3 inhibitor project, cell-based, Clone20 osteoblasts, set 2. Clone20 osteoblast Shn3 3'UTR firefly luciferase, 24 h. inhibition, % at 12.5 µM. hit rate 0.52% among 360,000. AID 588674, 2011;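 active means mean inhibition of at least 75% with every replicate also reaching 75%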;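 further: 0% = median of neutral control wells and 100% = pilot-screen positive control compound; some compounds past the cut are filed as inactive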
# LMP1 NFkB inh: EBV LMP1-driven NF-kappaB luciferase reporter inhibitors, primary screen, cell-based, luminescence, single point; LMP1-induced NF-kappaB luciferase reporter cells; inhibition, % at 12.5 µM; hit rate 0.69% among 350,000; AID 504558, 2011; in the data active means inhibition above about 41%;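 further: 0% = neutral control wells and 100% = reference inhibitor control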
# HIF-2a block: HIF-2a reporter inhibitors, primary screen, luminescence, 786-0 RCC cells | 786-0 RCC cells HIF-2a reporter, luciferase luminescence, overnight | inhibition, % at 18.8 µM | hit rate 0.72% among 360,000 | AID 624352, 2012;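 active means inhibition of the luminescence signal of 40% or more relative to plate controls, in a single-dose primary screen at 18.75 µM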
# Peg3 promoter: Peg3 promoter-driven luciferase inhibitors, primary screen, cell-based, HeLa, luciferase luminescence; HeLa PEG-Prom luciferase reporter, overnight; inhibition, % at 20 µM; hit rate 1.7% among 360,000; AID 588405, 2011;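 active means inhibition of at least 50% at 20 µM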
# KKLEB tox: cytotoxicity in KKLEB CF airway cells, primary screen, cytotoxicity control for CF NF-kB inhibitor project, cell-based, uHTS, fluorescence assay plates. KKLEB CF airway cells viability, ATPlite luminescence, overnight; stronger effect = lower value; cells stimulated with P. aeruginosa culture filtrate. activity change (cytotoxicity), % at 5 µM. hit rate 0.36% among 360,000;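 active means corrected activity change at or below -50% at 5 µM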
# hiPSC survival: enhancers of single-cell hiPSC survival, primary screen, ATPlite luminescence; 100% = ROCK inhibitor wells, 0% = DMSO; survival enhancement, % at 20 µM; hit rate 0.044% among 360,000; AID 602274, 2012; in the data active means survival enhancement above about 18%;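 further: cells exposed to compounds for 16 hours before the ATP read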
# MITF TRPM1 inh: inhibitors of MITF-dependent TRPM1 promoter reporter, primary screen, cell-based, SK-MEL-5, single point, luciferase; SK-MEL-5 TRPM1 promoter luciferase, 24 h; inhibition, % at 12.5 µM; hit rate 0.83% among 330,000; AID 488899, 2010;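 active means mean inhibition across replicates of 60% or more, whatever share of single replicates reaches that level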; further: values of inactives mirror those of a sister screen read the other way
# Active calls of the source: *; x = not tested or not shown. These rows are one share of the data; count on the stated rates, not on these rows.
SMILES,CF NFkB inh,NR2E3 ag-1,NR2E3 ag-2,TRAIL sens C8,Shn3 inh set2,LMP1 NFkB inh,HIF-2a block,Peg3 promoter,KKLEB tox,hiPSC survival,MITF TRPM1 inh
CCOc1cc(C(C(=O)NCC2CCCO2)N(C(=O)Cn2nnc3ccccc32)c2ccccc2OC)ccc1O (centres undefined),8,-2,3,0,10,-1,18,14,5,0.0,-13
COc1ccc2[nH]cc(CCNC(=O)C3CC(=O)N(c4ccc(Cl)cc4)C3)c2c1 (centres undefined),-1,-25,3,-8,-3,-6,6,-1,-1,-0.3,-4
COC(=O)CCNS(=O)(=O)c1ccc2ccccc2c1,3,-19,4,7,-14,2,13,17,-5,-1.3,-3
CCC(C)NC(=O)C1CCC(=O)N1CCc1ccccc1 (centres undefined),-15,-8,-4,3,-43,1,14,-4,6,-0.1,8
C=C1C(=O)[C@]23C[C@H]1CC[C@H]2[C@]1(C)[C@@H](OC(C)=O)CC[C@@](C)(C(=O)OC)[C@H]1C[C@@H]3OC(C)=O,95*,-52,x,11,96*,x,97*,99*,-97*,-4.5,x
CC[C@]12c3[nH]c4ccc(OC)cc4c3CCN1C(=O)C(CC(=O)NCCCN(C)C)C[C@@H]2C(=O)N1CCN(C(=O)C2CC2)CC1 (some centres undefined),9,-8,x,-21,-5,-7,-12,-17,-1,2.4,3
COc1cc(CN2CCCCCC2)cc(Br)c1O,12,-14,x,20,6,5,16,-2,-12,0.5,1
CC(=O)Nc1ccc(S(=O)(=O)NNc2cccc(C)c2)cc1,-2,10,-1,14,-10,-2,7,-10,2,1.7,0
O=C(N/N=C/c1ccc[nH]1)c1ccc([N+](=O)[O-])cc1,-35,-22,2,1,-4,-6,-58,-39,16,0.0,-2
CC(=O)c1ccc(NC(=O)c2c(C)nn(-c3ccccc3)c2Cl)cc1,-10,-53,-2,3,-60,-1,-110,-145,18,-0.4,-40
COc1ccc(S(=O)(=O)N(C)CC(=O)N2CCN(C)CC2)cc1Cl,-5,-5,-2,-5,-19,-2,4,-9,0,3.2,14
Cc1cc(Br)cc(Cl)c1OCC(=O)N1CCN(C(=O)c2ccco2)CC1,10,-16,-1,-7,-3,-20,15,5,10,-0.4,5
O=C(CCN1CCN(c2ccccc2)CC1)N/N=C/c1ccc(O)c(O)c1O,-8,-6,x,16,-5,3,13,-3,-6,1.7,1
COC(=O)c1ccccc1NC(=O)C1CCCN(S(=O)(=O)c2ccc(OC)cc2)C1 (centres undefined),-2,2,0,-8,28,-26,20,30,-3,-2.4,5
O=C1C=C(O)C(n2cncn2)C(c2ccc(F)cc2)C1 (centres undefined),4,5,2,8,-1,3,8,19,8,0.4,4
CCN(CC)C(=O)CN1CCN(Cc2ccc3c(c2)OCO3)CC1,-8,6,4,-5,-12,1,14,16,-1,-0.7,-11
COc1ccc(N2C(=O)/C(=C\c3ccco3)N=C2SCC(=O)NC(C)(C)C)cc1Cl,16,-5,4,10,8,-5,15,11,0,1.5,0
CCOC(=O)c1cc(-c2ccc(F)cc2)n(CC(=O)Nc2nccs2)c1C,35,-9,-1,7,-6,-20,10,4,-24,0.0,6
Fc1cccc(CSc2ccc3nnc(-c4cccnc4)n3n2)c1,-18,-15,1,0,5,-2,26,12,3,-0.3,-8
Cc1ccc(C(=O)c2ccccc2C(=O)OCC(=O)NC(=O)NC(C)(C)C)cc1,-17,-3,-2,5,-16,1,12,11,6,-0.4,-6

# Some of the entries above in another layout.
Compound | CF NFkB inh | NR2E3 ag-1 | NR2E3 ag-2 | TRAIL sens C8 | Shn3 inh set2 | LMP1 NFkB inh | HIF-2a block | Peg3 promoter | KKLEB tox | hiPSC survival | MITF TRPM1 inh
CCC(C)NC(=O)C1CCC(=O)N1CCc1ccccc1 (centres undefined) | -15 | -8 | -4 | 3 | -43 | 1 | 14 | -4 | 6 | -0.1 | 8
C=C1C(=O)[C@]23C[C@H]1CC[C@H]2[C@]1(C)[C@@H](OC(C)=O)CC[C@@](C)(C(=O)OC)[C@H]1C[C@@H]3OC(C)=O | 95* | -52 | x | 11 | 96* | x | 97* | 99* | -97* | -4.5 | x
CC[C@]12c3[nH]c4ccc(OC)cc4c3CCN1C(=O)C(CC(=O)NCCCN(C)C)C[C@@H]2C(=O)N1CCN(C(=O)C2CC2)CC1 (some centres undefined) | 9 | -8 | x | -21 | -5 | -7 | -12 | -17 | -1 | 2.4 | 3
COc1cc(CN2CCCCCC2)cc(Br)c1O | 12 | -14 | x | 20 | 6 | 5 | 16 | -2 | -12 | 0.5 | 1
CC(=O)Nc1ccc(S(=O)(=O)NNc2cccc(C)c2)cc1 | -2 | 10 | -1 | 14 | -10 | -2 | 7 | -10 | 2 | 1.7 | 0
O=C(N/N=C/c1ccc[nH]1)c1ccc([N+](=O)[O-])cc1 | -35 | -22 | 2 | 1 | -4 | -6 | -58 | -39 | 16 | 0.0 | -2

# New compounds follow.
SMILES,CF NFkB inh,NR2E3 ag-1,NR2E3 ag-2,TRAIL sens C8,Shn3 inh set2,LMP1 NFkB inh,HIF-2a block,Peg3 promoter,KKLEB tox,hiPSC survival,MITF TRPM1 inh
CCOC(=O)C1=C(C)N(C)C(C)=C(C(=O)OCC)C1c1ccsc1,-2,2,0,-14,-3,-1,20,14,-5,-0.7,20
CC(C)[C@H](NC(=O)c1cc2cc(Cl)ccc2n1C)C(=O)N[C@@H](C(=O)O)c1ccccc1,-4,18,2,-10,1,0,19,25,-3,0.3,8
COC(=O)c1ccc(NC(=O)Cn2nc(-c3ccncc3)nc2SCC(=O)Nc2nccs2)cc1,-1,10,2,6,8,6,21,7,-10,0.5,3
COCc1cccc(-c2csc(C(C)(O)c3ccccc3)n2)c1 (centres undefined),-19,-11,x,4,7,x,-75,-29,3,8.1,x
CC1OC(OC2C(Oc3c(-c4ccc(O)cc4)oc4cc(O)cc(O)c4c3=O)OC(COC3O[C@@H](C)[C@H](O)[C@@H](O)C3O)C(O)C2O)C(O)C(O)C1O (some centres undefined),-15,-9,2,-7,8,-3,1,-21,6,1.4,2
Cc1cc(OCCn2cnc3ccccc3c2=O)ccc1[N+](=O)[O-],-14,-30,2,9,6,1,-7,-31,-12,-2.2,-3
CCOC(=O)C1CCN(c2ccc([N+](=O)[O-])cc2)CC1,20,9,-1,4,13,3,9,-6,-2,-1.3,9
CC(=O)c1ccc(N2CCN(C(=O)c3ccc(C(=O)c4ccccc4)cc3)CC2)cc1,-35,-2,-2,25,13,-1,-111,-22,-14,-0.5,-29
CCOC(=O)c1ccc(N2C(=O)C(O)=C(C(C)=O)C2c2ccccc2)cc1 (centres undefined),10,-16,9,14,3,3,-30,-14,-3,-3.0,4
Fc1ccc(CNc2nc(-c3ccco3)cc(C(F)(F)F)n2)cc1,7,-7,2,-6,17,1,16,27,-5,-2.2,3
COCCn1cnc2cc(C)c(C)cc21,-5,-24,1,-8,-6,3,14,2,3,0.5,6
Cc1ccc(-c2nnc(NCc3nc4ccccc4[nH]3)c3ccccc23)cc1S(=O)(=O)N1CCOCC1,-16,24,-3,13,0,2,-9,65*,-15,-1.7,30
COC(=O)c1cc(OC)c(OC)cc1NC(=S)N1CCOCC1,-8,-15,x,-8,-9,2,15,15,7,-0.2,4
O=C(N[C@@H](Cc1ccccc1)C(=O)O)c1c(F)c(F)c(F)c(F)c1F,16,4,-5,-4,-6,2,1,-5,-8,-1.1,-2
O=[N+]([O-])c1ccccc1N/N=C/c1cc2ccccc2nc1Cl,4,-52,-1,7,-17,-19,-150,-205,-10,-0.1,-31
COc1ccc(CN(C(=O)c2cc3ccccc3oc2=O)C2CCS(=O)(=O)C2)cc1OC (centres undefined),0,2,6,1,-69,-34,-218,-284,-3,0.6,-64
COc1cccc(N2CCN(Cc3nc4ccccc4c(=O)[nH]3)CC2)c1,7,-16,2,-4,-8,-10,18,12,-1,-2.8,2
COc1ccc(CCNC(=O)c2ccc3c(c2)S(=O)(=O)N=C2CCCCCN23)cc1OC,-23,-38,x,-16,-10,-8,-1,1,12,-0.4,x
Cc1ccc2occ(/C=N/NC(=O)c3ccccc3O)c(=O)c2c1,42,-25,3,21,30,-1,0,33,6,-0.3,14
C[C@H](CO)N1C[C@H](C)[C@@H](CN(C)S(=O)(=O)c2cn(C)cn2)Oc2c(NS(=O)(=O)c3ccccc3)cccc2C1=O,-4,6,x,-6,-3,-3,9,-8,8,-0.3,-5

# 3 compounds already listed, ordered by count of non-hydrogen atoms, low to high:
SMILES,CF NFkB inh,NR2E3 ag-1,NR2E3 ag-2,TRAIL sens C8,Shn3 inh set2,LMP1 NFkB inh,HIF-2a block,Peg3 promoter,KKLEB tox,hiPSC survival,MITF TRPM1 inh
O=[N+]([O-])c1ccccc1N/N=C/c1cc2ccccc2nc1Cl,4,-52,-1,7,-17,-19,-150,-205,-10,-0.1,-31
Cc1cc(OCCn2cnc3ccccc3c2=O)ccc1[N+](=O)[O-],-14,-30,2,9,6,1,-7,-31,-12,-2.2,-3
O=C(N[C@@H](Cc1ccccc1)C(=O)O)c1c(F)c(F)c(F)c(F)c1F,16,4,-5,-4,-6,2,1,-5,-8,-1.1,-2

# (further entries)
SMILES,CF NFkB inh,NR2E3 ag-1,NR2E3 ag-2,TRAIL sens C8,Shn3 inh set2,LMP1 NFkB inh,HIF-2a block,Peg3 promoter,KKLEB tox,hiPSC survival,MITF TRPM1 inh
CC(=O)c1ccc2noc(-c3ccccc3)c2c1,1,-5,1,-5,-7,-4,-20,-16,-5,0.0,-19
CCOC(=O)c1sc(=NC(=O)C2CC2)n(C)c1C,-8,-31,-1,10,-10,-4,-48,-28,4,1.5,-15
COCCn1c(=S)[nH]c2cc(C(=O)NCCCN3CCOCC3)ccc2c1=O,24,-21,-1,9,12,-5,16,-4,0,-1.4,3
O=C(CN(C(=O)c1csnn1)c1cccc(F)c1)NCc1ccc2c(c1)OCO2,-8,-12,5,16,7,-1,8,2,-2,-0.7,-3
O=C1CCN(Cc2ccc([N+](=O)[O-])cc2)CCN1CCO,4,6,-1,-3,-1,7,4,4,6,-1.0,1
C=CCN=C(CC)C1=C(O)CCCC1=O,4,2,7,-2,-15,4,3,14,-16,1.4,-12
C=CCNC(=O)c1ccc2c(c1)S(=O)(=O)c1ccccc1C2=O,-19,-8,4,-7,-1,-3,2,6,-3,-1.8,-8
COC(=O)c1ccc(/C=N/NC(=O)CC(=O)NC(C)C)cc1,12,0,-4,-1,-6,8,2,11,6,8.5,2

# Assay outcomes as filed in PubChem BioAssay.
